High-throughput results from PubChem BioAssay.
Hsp90 Hop PPI = changes Hsp90-Hop TPR2A binding signal, up or down; AlphaScreen TPR2A-His6 binding biotin-Hsp90 C-terminal peptide; Potency, µM (highest dose often 57 µM), without a hit: at the highest dose activity change, negative = inhibition; hit rate 0.44% among 71,000; AID 595; active = well fitted curve in either direction with a large enough effect; inconclusive = small, poorly fitted or top-dose-only effect, or another doubt; note: potency is the fitted concentration of half-maximal effect; % is set by controls: 0 for no effect and ±100 for the full control effect; many of its hits are not listed in these tables
15-hLO inh = blocks human 15-lipoxygenase activity; Potency, µM (highest dose often 57.1 µM), for inactives: top-dose activity change, negative = inhibition, usual class: inhibitors; AID 887; hit rate 1.4% among 74,000; P16050; purified 15hLO-1, xylenol orange hydroperoxide absorbance; note: potency is the fitted concentration of half-maximal effect; % is set by controls: 0 for no effect and ±100 for the full control effect; nearly all actives have a fitted effect of over 55% in size
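Hydroperoxide formed from arachidonic acid (50 uM) by purified human 15hLO-1 (40 nM) oxidizes ferrous iron, and the ferric-xylenol orange complex is read at 573 versus 405 nm. Compounds were preincubated 15 min; reaction ran 6 min at room temperature.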
ERK AVP inh = vasopressin-driven ERK pathway inhibition | hit rate 0.99% among 72,000 | HEK293-V1b, vasopressin-stimulated pERK AlphaScreen | AID 995 | Potency, µM (doses to about 57.5 µM), for inactives: at the highest dose activity, negative = inhibition, most hits filed as inhibitors; note: potency is the fitted concentration of half-maximal effect; % is set by controls: 0 for no effect and ±100 for the full control effect; nearly all actives have a fitted effect of over 55% in size
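Overnight-seeded V1b-HEK293 cells in 1% FBS got compound, then vasopressin (25 nM final, 5 min, 37C), then lysis buffer. AlphaScreen detection of phospho-ERK; activity normalized to basal and full-stimulation controls.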
HADH2 inh = blocks human hydroxyacyl-CoA dehydrogenase type II. hit rate 3.4% among 73,000. Q99714. Potency, µM (doses to about 57.1 µM), inactives show at the highest dose activity change, negative = inhibition, most hits filed as inhibitors. recombinant HADH2, NADH fluorescence, beta-hydroxybutyryl-CoA. AID 886; note: potency is the fitted concentration of half-maximal effect; % is set by controls: 0 for no effect and ±100 for the full control effect; nearly all actives have a fitted effect of over 60% in size; many of its hits are not listed in these tables
Target sequence (Q99714 whole entry, looked up, one chain of several): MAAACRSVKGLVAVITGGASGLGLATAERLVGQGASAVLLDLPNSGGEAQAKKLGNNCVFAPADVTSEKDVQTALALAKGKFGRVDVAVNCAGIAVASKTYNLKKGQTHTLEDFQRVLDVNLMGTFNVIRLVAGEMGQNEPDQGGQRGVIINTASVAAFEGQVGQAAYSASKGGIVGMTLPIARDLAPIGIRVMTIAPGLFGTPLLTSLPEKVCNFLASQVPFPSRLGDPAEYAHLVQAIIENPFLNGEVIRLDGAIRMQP
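20 nM HADH2 + cpd, 15 min RT; add 1 mM NAD+/90 uM beta-hydroxybutyryl-CoA; kinetic fluorescence 360/450 nm, 4 min. Tris-HCl pH 9.0, 0.01% Tween-20.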
Tau fil binding = binds recombinant human tau filaments | Potency, µM (doses to about 57.1 µM), without a hit: top-dose activity change, negative = inhibition | AID 596 | recombinant tau filaments, thioflavin S fluorescence, 15 h; filaments grown with octadecylsulfate alongside compound | hit rate 2% among 71,000;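 note: potency is the fitted concentration of half-maximal effect; % is set by controls: 0 for no effect and ±100 for the full control effect; actives lower thioflavin S fluorescence by blocking filaments or displacing dye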
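Recombinant tau protein (human, 1 uM final) plus 30 uM ODS in HEPES pH 7.4 with NaCl, DTT and thioflavine S. Compound present from the start; fluorescence at 510 nm after 15 h, 37 C.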
CRE Fsk mod = alters forskolin-stimulated CRE reporter signaling in CHO cells | CHO CRE-bla reporter (cAMP response element driving beta-lactamase), forskolin EC10, beta-lactamase ratio | Potency, µM (doses to about 38.2 µM), for the others: at the highest dose activity change, negative = inhibition, actives largely listed as activators | hit rate 2.5% among 71,000; active = well fitted activation curve with a large enough effect in the signal ratio, with a control signal flat, not every such curve was filed as active; inconclusive = small, poorly fitted or top-dose-only effect, or effect the other way, or a change in a side signal; the % refers to the signal ratio; note: potency is the fitted concentration of half-maximal effect; % of control where 0% means no effect
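Forskolin analogue NKH 477 at EC10 stimulated CRE-driven beta-lactamase in CHO cells alongside compound dilution series. Beta-lactamase was measured with CCF4, excitation 405 nm, emission ratio 460/530 nm.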
Texas Red fluor = compound fluoresces in the Texas Red spectral region; Compound fluorescence, Texas Red channel, 547/618 nm; hits give high values; max dye-equivalent concentration, M; hit rate 0.06% among 59,000; AID 587; in the data active = max dye-equivalent concentration above about 10 nM; inconclusive = between about 1.1 nM and that limit
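qHTS profiling of intrinsic compound fluorescence; 100 mM Tris pH 8.0; 15 min RT; ex 547 / em 618 nm; response expressed as Texas Red dye-equivalent concentration from six-point plate standard.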
Pol III holo inh = blocks replication by bacterial DNA polymerase III holoenzyme; reconstituted DNA polymerase III holoenzyme replication, biochemical; Potency, µM (series often up to 57.1 µM), without a hit: at the top dose activity change, negative = inhibition; hit rate 0.25% among 71,000; AID 603; note: potency is the fitted concentration of half-maximal effect; % is set by controls: 0 for no effect and ±100 for the full control effect
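Reconstituted *E. coli* holoenzyme (0.35 nM Pol III, 1 nM beta, 154 nM SSB, 2 nM primase) was preincubated with compound for 15 min at RT. Synthesis on 1.4 nM ssM13Gori ran 35 min, then was stopped with PicoGreen/EDTA and read as dsDNA fluorescence.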
FLuc inh = firefly luciferase inhibition; purified firefly luciferase, luminescence, 8 min; hit rate 2.2% among 72,000; AID 411; Potency, µM (top dose mostly 57.1 µM), for the others: at the highest dose activity change, negative = inhibition, hits mostly inhibitors; P08659; note: potency is the fitted concentration of half-maximal effect; % is set by controls: 0 for no effect and ±100 for the full control effect; nearly all actives have a fitted effect of over 40% in size
Target sequence (P08659 whole entry, looked up): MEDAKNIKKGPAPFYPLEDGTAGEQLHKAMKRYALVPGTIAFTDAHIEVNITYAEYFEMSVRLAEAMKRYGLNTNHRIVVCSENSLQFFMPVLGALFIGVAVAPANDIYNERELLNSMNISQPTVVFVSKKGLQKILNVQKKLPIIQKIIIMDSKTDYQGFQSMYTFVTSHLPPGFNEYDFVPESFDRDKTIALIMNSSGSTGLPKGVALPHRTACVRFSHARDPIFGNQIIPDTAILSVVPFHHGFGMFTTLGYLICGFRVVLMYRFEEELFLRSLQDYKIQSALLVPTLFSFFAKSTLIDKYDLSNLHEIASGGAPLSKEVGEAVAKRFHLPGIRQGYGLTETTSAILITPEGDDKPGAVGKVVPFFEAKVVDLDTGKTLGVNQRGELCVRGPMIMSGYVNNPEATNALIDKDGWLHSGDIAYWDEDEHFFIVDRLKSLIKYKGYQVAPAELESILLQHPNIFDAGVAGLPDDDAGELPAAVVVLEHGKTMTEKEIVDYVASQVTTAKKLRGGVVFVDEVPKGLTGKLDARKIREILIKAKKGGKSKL
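Compounds were tested as concentration series (qHTS) against purified P. pyralis luciferase with luciferin and 10 uM ATP in 50 mM imidazole pH 7.2, 50 mM KCl, 7 mM MgCl2, 0.01% Tween 20, 0.05% BSA. Luminescence was read after 8 min at ambient temperature.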
HBB splice mod = alters splicing of the hemoglobin beta chain | HBB splicing reporter cell assay, activation; EGFP reporter with mutant IVS2-654 intron; response scale: normalised to 500 nM splice-correcting PNA | Potency, µM (highest dose often 46.1 µM), for inactives: at the top dose activation, most hits filed as activators | hit rate 0.06% among 65,000 | AID 925; note: potency is the fitted concentration of half-maximal effect; 0% is about no effect
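HeLa cells stably expressing EGFP interrupted by mutant beta-globin intron 2 (IVS2-654), 500/well in 2% FCS. Treated with compound for 2 days at 37C. Splicing correction scored as total well GFP intensity (488 nm excitation, 500-520 nm emission); 500 nM antisense PNA served as control.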
Rhodamine fluor = compound fluoresces in the rhodamine spectral region; Rhodamine-region fluorescence, 547/598 nm, Tris buffer; hits give high values; hit rate 0.05% among 59,000; AID 594; max dye-equivalent concentration, M; in the data active = max dye-equivalent concentration above about 11 nM; inconclusive = between about 1.1 nM and that limit
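Compound fluorescence in 100 mM Tris, pH 8.0, read after 15 min at room temperature with 547 nm excitation and 598 nm emission. Output is dye-equivalent concentration from an on-plate rhodamine standard series.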
* = called active by the depositor; i = inactive; ? = inconclusive; · = not tested or not shown; [ ] = remark or other dose. Unless noted, calls come from the whole dose curve; as a rule, active = well fitted curve in the direction sought with a large enough effect; inconclusive = small, poorly fitted or top-dose-only effect, or another doubt; inactive = no such curve, though single readings can be large; an effect the other way counts as inactive or inconclusive. This is a subset; rates above refer to the full screens.

Sequence of screens – Hsp90 Hop PPI | 15-hLO inh | ERK AVP inh | HADH2 inh | Tau fil binding | CRE Fsk mod | Texas Red fluor | Pol III holo inh | FLuc inh | HBB splice mod | Rhodamine fluor
Cc1ccc(SCc2nc(-c3ccccc3)no2)cc1
→ 29% | -10% | 182%[activator] | -9% | -7% | 5% | i | -2% | 1% | 0.0% | i
COc1ccc(OC)c(C2C(C(=O)c3cccs3)=C(O)C(=O)N2CCN(C)C)c1 (stereo not given)
→ 0% | -2% | -1% | -4% | -1% | ? | i | -4% | 0% | 1.2%[1.84 µM] | i
Cc1ccc(CNC(=O)C2c3ccccc3C(=O)N(C)C2c2c[nH]c3ccccc23)o1 (stereo not given)
→ -9% | ? | -27% | 7% | 17% | ? | ? | -2% | -13% | 0.5%[57.5 µM] | i
CC(C)COc1cccc(C(=O)Nc2ccc(S(=O)(=O)N3CCOCC3)cc2)c1
→ 0% | -14% | ? | -20% | 4% | 1% | i | -1% | 3% | 0.4% | i
CCCS(=O)(=O)c1c(S(=O)(=O)CCC)c2cc(CC)ccn2c1C(=O)OC
→ 3% | -3% | -2% | -5% | -6% | ? | i | 0% | 1% | -3.8% | i
CCSc1nnc(NC(=O)CSc2nc3c(c(=O)n2C)SC(C)C3)s1 (stereo not given)
→ -13% | -4% | 19% | -17% | -4% | -11% | ? | -4% | -1% | -1.0% | i
COC(=O)c1ccc(Oc2nc3c(c(=O)n(C)c(=O)n3C)n2CCC(C)C)cc1
→ -2% | 5% | 4% | 17% | 9% | 2% | i | -4% | -1% | -5.1% | i
COCC(=O)N1CCC[C@@]2(CCN(Cc3ccc(C#N)cc3)C2)C1
→ 1% | 5% | -7% | 2% | 8% | -1% | i | -3% | 1%[11.4 µM] | 1.8% | i
O=C(Nc1cccc(C(F)(F)F)c1)C1CCCN(S(=O)(=O)c2cnc[nH]2)C1 (stereo not given)
→ 4% | -2% | 10% | 6% | -2% | ? | i | 0% | 0% | 0.1% | i
CCNc1ncc2nc(-c3cccs3)c(=O)n(C[C@H]3CCCO3)c2n1
→ 9% | -27% | -11% | 38%[activator] | i | ? | i | -9% | 0%[11.4 µM] | -1.4% | i
CCCCC(=O)Nc1ccc(C(N)=O)cc1
→ -3% | 0% | -13% | -5% | -1% | -5% | ? | -2% | 1% | -1.5% | i
CC1CCCCN1C(=O)Cn1c(=O)oc2ccccc21 (stereo not given)
→ 2% | -2% | 14% | 15% | 0% | -11% | i | 2% | -9% | 0.3%[57.5 µM] | i
Cc1cc(C)n(S(=O)(=O)c2ccc(Cl)c(Cl)c2Cl)n1
→ 22% | -14% | 23% | -6% | -8% | -8% | · | 8% | 0% | -5.3% | ·
CC(=O)c1cnc(Nc2nc(C)c3cccc(C)c3n2)nc1C
→ -1% | 14% | -7% | -2% | -7% | -1% | ? | -1% | 1% | -0.4%[57.5 µM] | i
CN(CC(=O)NCc1ccco1)S(=O)(=O)c1ccc2c(c1)n(C)c(=O)c(=O)n2C
→ 1% | 5% | 12% | -13% | -4% | -13% | i | -6% | 0% | -0.7% | i
COCCCNC(=O)c1ccccc1NS(=O)(=O)c1ccc(C)cc1
→ 1% | 0% | -11% | -15% | -19% | 11% | i | -7% | 0% | 1.9%[0.369 µM] | i
COCCn1c(C)cc(C(=O)COC(=O)c2cc3c(s2)CCC3)c1C
→ -13% | -27% | 17% | -6% | 9% | -2% | i | -27% | -5% | -0.4%[57.5 µM] | i
CC[C@@H](C)[C@H](NS(=O)(=O)c1ccc(C)cc1)C(=O)N1CCC(C(=O)NCC(=O)O)CC1
→ -2% | 1% | -2% | 20% | -1% | -2% | i | 3% | 4% | -4.1%[57.5 µM] | i
Cc1nc(NCc2ccco2)c(C#N)c2c1COC(C)(C)C2
→ -5% | ? | -25% | 3.2µM* | 13% | ? | i | -7% | 1% | 8.0% | i
Cc1cc2cc(CN(Cc3cccs3)Cc3nnnn3CC3CCCO3)c(=O)[nH]c2cc1C (stereo not given)
→ -5% | -8% | -9% | 10% | 61% | ? | i | 19% | -2% | -0.1%[57.5 µM] | i
CCC(CC)C(=O)Nc1c2cnn(-c3ccccc3)c2nc(=O)n1-c1ccccc1
→ -2% | 2% | 5% | -29% | 4% | -4% | i | 0% | 2% | 0.4% | i
CCOC(=O)N1CCC(NS(=O)(=O)c2ccc3c(c2)C(C)(C)C(=O)N3C)CC1
→ 0% | 2% | 18% | 14% | -3% | ? | i | -4% | 1% | -1.7% | i
COc1ccccc1-c1cc(NCc2ccccc2)ncn1
→ 2% | -22% | ? | 1% | -5% | ? | i | -14% | 2%[2.29 µM] | -1.7% | i
CCOCCCNC(=O)Cn1cc2c(n1)CCCCC2
→ -1% | 2% | -8% | 8% | 16% | 0% | · | -6% | 2% | -0.6% | ·
CCOc1cc(C(=O)NC(C)c2ccncc2)cc(OCC)c1OCC (stereo not given)
→ 0% | 2% | -2% | 12% | 1% | 3% | i | 0% | 3% | -0.6% | i
COC(=O)c1sccc1NC(=O)c1ccc(OC)cc1
→ 8% | 1% | -12% | 0% | 241% | ? | i | -1% | -2% | 0.3% | i
CCn1c(SCC(N)=O)nc2ccccc2c1=O
→ 1% | 11% | 17% | -10% | -11% | 15% | i | -6% | 1% | · | i
O=C(COc1ccccc1)N1CCN(C(=O)c2cccs2)CC1
→ -2% | 14% | -22% | 0% | 16% | 0% | i | -4% | 2% | · | i
COc1ccc(S(=O)(=O)NCCSCc2ccco2)cc1Cl
→ -4% | -16% | 0% | -22% | -12% | -17% | i | -4% | 1% | -1.8% | i
O=C(Nc1ccc2c(c1)OCO2)c1ccc(COc2ccc3c(c2)CCC3)o1
→ -14% | -9% | -18% | 10% | 26% | -3% | i | 1% | -3% | 1.2% | i
CC(C)Cn1c2c(c(O)c(C(=O)Nc3ncccc3O)c1=O)CCCC2
→ -11% | -19% | 12% | -2% | -2% | 12% | ? | 2% | -1% | · | i
CCOc1ccc(N2CC(=O)N/C2=N\c2nc(C)cc(C)n2)cc1
→ 26% | -8% | 93%[activator] | -1% | 10% | 3% | i | -3% | -6% | -0.6% | i
Oc1ccc(-c2[nH]ncc2-c2cccc3cccnc23)c(O)c1
→ -3% | -5% | -15% | 8% | 6% | -6% | i | -3% | -1% | -0.3%[57.5 µM] | i
COc1ccc2nc(N3CCC(C)CC3)c(C#N)cc2c1
→ 25µM* | -20% | 330%[activator] | -2% | 249% | ? | i | -8% | -27% | -0.2%[57.5 µM] | i
O=C(c1cc(-c2ccco2)on1)N1CCOCC1
→ 1% | -1% | 21% | -17% | 2% | -1% | i | -3% | -3% | -2.1% | i
Cc1oc2c(c1C(=O)NC(Cc1c[nH]c3ccccc13)C(=O)O)CCCC2 (stereo not given)
→ -5% | -1% | ? | 3% | 3% | -5% | · | 1% | 2% | 0.5% | ·
NC(N)=NC(N)=Nc1ccc(S(N)(=O)=O)cc1
→ -3%[11 µM] | 6%[11.4 µM] | 8%[11.5 µM] | -8%[11.4 µM] | 7%[11.4 µM] | 13%[7.6 µM] | i | -8%[11.4 µM] | 1%[11.4 µM] | 3.0%[9.22 µM] | i
COc1ccc(-n2c(=O)c(-c3ccc(Cl)cc3)nc3cnc(N4CCOCC4)nc32)cc1
→ -3% | -7% | 20% | -1% | 7% | ? | i | -14% | -2%[11.4 µM] | 0.5% | i
CC(=O)Nc1ccc(C(=O)Nc2ccc3c(c2)OCO3)cc1
→ -22% | 6% | -10% | 3% | 20µM* | ? | i | 2% | -15% | 2.4% | i
Cc1c(N=Cc2nc3ccccc3[nH]2)c(=O)n(-c2ccccc2)n1C
→ -7% | 3% | -6% | -10% | -6% | 7% | i | -3% | 16µM* | 1.2% | i
CCOC(=O)CNc1c(N2CCN(c3ccccn3)CC2)c(=O)c1=O
→ -5%[2.3 µM] | 4% | -6% | -5% | -22% | -1% | · | -1% | 2% | -0.3% | ·
Cc1cccc(CNc2ccnc(-c3cccc(NS(C)(=O)=O)c3)n2)c1
→ ? | -12% | 13µM* | -2% | 10% | ? | i | -7% | -1%[2.29 µM] | 0.5% | i
COc1ccc(F)cc1S(=O)(=O)NC(Cc1ccccc1)C(N)=O (stereo not given)
→ 0% | -2% | -7% | -1% | -3% | -4% | i | -2% | 2% | 0.1% | i
